Assay outcomes deposited in PubChem by several laboratories.
KCNQ1 block – inhibitors of human KCNQ1 channel, primary screen, cell-based, thallium flux, high-throughput; B-score at 10 µM; 310,000 compounds, 1.3% hits; CHO-K1 KCNQ1, FluxOR thallium flux fluorescence; active compounds read high;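 active means compounds whose thallium flux B-score, printed positive for inhibition, exceeds three library SD while starting fluorescence stays within three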;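 further: channel opened by potassium depolarization with thallium stimulus after 20 min compound exposure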
Target sequence (P51787 whole entry, looked up): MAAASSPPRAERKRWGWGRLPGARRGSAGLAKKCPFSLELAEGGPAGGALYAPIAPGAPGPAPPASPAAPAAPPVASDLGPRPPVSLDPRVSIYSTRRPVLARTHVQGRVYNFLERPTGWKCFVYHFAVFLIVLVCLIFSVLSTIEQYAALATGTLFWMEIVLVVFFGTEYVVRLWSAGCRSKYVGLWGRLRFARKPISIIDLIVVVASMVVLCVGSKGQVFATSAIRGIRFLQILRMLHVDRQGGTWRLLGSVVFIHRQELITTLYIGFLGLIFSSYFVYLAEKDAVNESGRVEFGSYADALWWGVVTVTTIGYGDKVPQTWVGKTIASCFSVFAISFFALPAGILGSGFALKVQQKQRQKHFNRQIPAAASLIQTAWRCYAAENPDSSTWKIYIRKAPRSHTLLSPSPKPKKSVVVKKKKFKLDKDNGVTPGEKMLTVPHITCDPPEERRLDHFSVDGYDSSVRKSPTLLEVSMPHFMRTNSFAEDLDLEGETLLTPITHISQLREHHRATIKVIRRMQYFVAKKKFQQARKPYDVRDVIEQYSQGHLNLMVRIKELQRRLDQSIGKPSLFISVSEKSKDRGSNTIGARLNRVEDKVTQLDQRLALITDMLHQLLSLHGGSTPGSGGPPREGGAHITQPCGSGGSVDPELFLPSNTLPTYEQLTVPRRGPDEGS
PolyA inhibitor – polyadenylation inhibitors in yeast reporter cells, primary screen, luminescence, S. cerevisiae. S. cerevisiae SKY197-pL101 polyadenylation reporter, beta-gal luminescence; efflux-impaired pdr1/pdr3 knockout yeast; score 100 = 6 SD above DMSO. calls only at 12 µM. 300,000 compounds, 0.02% hits. AID 1875, 2009;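 active means lowest replicate activity score at least 50, where 100 means six control SD above control mean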;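 further: yeast exposed to compound for 9 h at 30 °C; higher score means more reporter readthrough which indicates perturbed polyadenylation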
GSK3beta inhib – human GSK3beta kinase inhibitors, primary screen, biochemical, cell-free homogeneous, HTS | Glycogen synthase kinase-3 beta (Homo sapiens), P49841 | GST-GSK3beta kinase, ADP-Glo luminescence, 60 min; active compounds read low | activity score (negative = inhibition), % at 10 µM | 300,000 compounds, 0.038% hits;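 active means more than half of replicate wells score below -50%, meaning over 50% inhibition versus plate controls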;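 further: 0% = median DMSO wells and -100% = median GW8510 positive control wells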
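Test system – GST-tagged human GSK3beta kinase, cell-free · Incubation – 60 min enzyme reaction, room temperature · Signal – ADP-Glo luminescence · Also added – peptide substrate and ATP at 25 µM · Controls – DMSO neutral wells and GW8510 at 20 µM as positive · Buffer or medium – Tris/MgCl2 kinase buffer · Measure – Luminescence-derived activity versus plate DMSO and GW8510 wells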
RGS4 act – RGS4 potentiators or activators, primary screen, cell-based, HEK293 M3R inducible RGS4, calcium flux. carbachol calcium flux Fluo4; active compounds read low. B-score at 10 µM. 310,000 compounds, 0.92% hits. AID 463111, 2010;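 active means B-score of the integrated calcium signal more than 4 SD below the library mean, with starting fluorescence not abnormally high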;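 further: negative B-score means reduced calcium response which marks RGS4 activation or potentiation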
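Material: Inducible-RGS4 HEK293 cells carrying M3 receptor; also added: carbachol at ECmax as muscarinic agonist stimulus; incubation: compound preincubation 20 min at room temperature before agonist; signal: Fluo4-AM (2 µM) calcium-flux fluorescence, kinetic read; measure: integrated calcium ratio converted to B score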
KCNK3 block – human KCNK3 channel inhibitors, primary screen, CHO cells, FluxOR thallium flux, B-score; Potassium channel subfamily K member 3 (Homo sapiens), O14649; FluxOR fluorescence; active compounds read low; B-score at 10 µM; 340,000 compounds, 0.84% hits; AID 602410, 2012;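 active means B-score under library mean minus 4 SD, starting fluorescence ratio at most library mean plus 5 SD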;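 further: more negative B-score means stronger inhibition of thallium flux through KCNK3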
RGS4 block – RGS4 inhibitors, primary screen, cell-based, HEK293 M3R inducible RGS4, calcium flux | AID 463165, 2010 | 310,000 compounds, 0.45% hits | B-score at 10 µM | Regulator of G-protein signaling 4 (Homo sapiens), P49798 | Fluo-4 calcium flux; active compounds read high; triggered by carbachol at its EC20;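 active means B-score, a plate-corrected calcium signal, over three deviations above library mean, with baseline fluorescence within five deviations of library mean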;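 further: RGS4 expression induced by doxycycline in cells with stable M3 receptor; B-score is computed from the integrated fluorescence ratio over baseline after carbachol; higher B-score means a larger calcium signal and so more RGS4 inhibition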
hERG rescue – hERG rescue from dofetilide block, primary screen, cell-based, CHO-hERG, FluxOR thallium flux, dofetilide IC70; 310,000 compounds, 0.51% hits; activation (rescue from dofetilide block), less the hit threshold, % at 10 µM; dofetilide IC70 present; Voltage-gated inwardly rectifying potassium channel KCNH2 (Homo sapiens), Q12809;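 active means activation above the mean of controls blocked by dofetilide plus 5 SD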;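 further: thallium influx through hERG after potassium depolarization seen as dye fluorescence rise; in these data hits start at about 4.7%; inactives centre near -7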
GSK3A inh – blockers of GSK3A enzyme activity – biochemical, luminescence, cell-free homogeneous, HTS, primary screen. 320,000 compounds, 0.1% hits. AID 2650, 2010. inhibition, % at 10 µM. GSK-3 alpha kinase, ADP-Glo luminescence, 60 min. Glycogen synthase kinase-3 alpha (Homo sapiens), P49840;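 in the data active means inhibition above about 50%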;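 further: GST-tagged GSK-3 alpha with peptide substrate and 25 µM ATP; 0% = DMSO neutral wells and 100% = GW8510 positive control wells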
KCNK9 block – KCNK9 potassium channel inhibitors, primary screen, HEK293 cells, thallium flux; Potassium channel subfamily K member 9 (Homo sapiens), Q9NPC2; FluxOR thallium flux fluorescence; active compounds read low; B-score at 10 µM; 310,000 compounds, 1.2% hits;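 active means ratio B-score over 3 SD below the library mean, with starting fluorescence within 5 SD of its mean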;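 further: negative B-score means less thallium flux so channel inhibition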
Target sequence (Q9NPC2 whole entry, looked up): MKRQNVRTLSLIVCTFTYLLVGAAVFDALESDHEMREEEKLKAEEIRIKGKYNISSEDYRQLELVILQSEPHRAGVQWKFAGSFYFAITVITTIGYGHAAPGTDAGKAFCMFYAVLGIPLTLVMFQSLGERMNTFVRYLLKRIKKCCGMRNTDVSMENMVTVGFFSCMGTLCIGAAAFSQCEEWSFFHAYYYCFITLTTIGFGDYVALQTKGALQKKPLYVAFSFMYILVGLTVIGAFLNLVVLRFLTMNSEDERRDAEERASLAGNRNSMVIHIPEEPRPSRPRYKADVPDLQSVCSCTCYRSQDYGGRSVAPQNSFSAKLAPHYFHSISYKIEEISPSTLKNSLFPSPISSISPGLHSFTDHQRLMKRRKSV
DYRK1A inh – rat Dyrk1A kinase inhibitors, primary screen, biochemical, single point, plate reader; ADP-Glo luminescence, NFATc1 peptide; Dual specificity tyrosine-phosphorylation-regulated kinase 1A (Rattus norvegicus), Q63470; AID 504441, 2011; inhibition, % at 12.5 µM; 310,000 compounds, 0.43% hits; in the data active means inhibition above about 50%;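 further: plate controls were vehicle with enzyme for no effect and no enzyme for full effect; many of its hits are not listed in these tables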
KCNQ1 act – potentiators or activators of KCNQ1 channel, primary screen, cell-based, thallium flux, high-throughput; Potassium voltage-gated channel subfamily KQT member 1 (Homo sapiens), P51787; CHO-K1 KCNQ1, thallium flux FluxOR fluorescence; active compounds read high; B-score at 10 µM; 310,000 compounds, 0.35% hits; AID 2648, 2010;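 active means fluorescence ratio B-score, a plate-corrected score, at least three library SD, with initial intensity B-score within 5 SD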
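System: CHO-K1 cells stably expressing KCNQ1 / Medium: assay buffer for compound exposure, DMSO matched across wells / Reagent: thallium- and potassium-containing depolarizing buffer / Compound: one concentration, matched DMSO / Incubation: 20 min compound pretreatment at room temperature / Measured by: kinetic FluxOR fluorescence, 10 s baseline plus 110 s post-stimulus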
* hit, by the source's call.

What do the screens show for `Cc1ccccc1NC(=O)Cc1cn(C)c2ccccc12`?
KCNQ1 block: inactive; PolyA inhibitor: inactive; GSK3beta inhib: 0; RGS4 act: inactive; KCNK3 block: inactive; RGS4 block: inactive; hERG rescue: -11; GSK3A inh: -1; KCNK9 block: inactive; DYRK1A inh: -5; KCNQ1 act: inactive

What do the screens show for `C/C(=N\NC(=O)c1ccccc1)c1c(C)[nH]n(-c2ccccc2)c1=O`?
KCNQ1 block: inactive; PolyA inhibitor: inactive; GSK3beta inhib: -10; RGS4 act: inactive; KCNK3 block: inactive; RGS4 block: inactive; hERG rescue: -19; GSK3A inh: -1; KCNK9 block: inactive; DYRK1A inh: -3; KCNQ1 act: inactive

What do the screens show for `Cc1ccc(NC(=O)C2C(c3ccccc3)C2(Cl)Cl)c(C)c1` (stereo not drawn)?
KCNQ1 block: inactive; PolyA inhibitor: inactive; GSK3beta inhib: 3; RGS4 act: inactive; KCNK3 block: inactive; RGS4 block: inactive; hERG rescue: -8; GSK3A inh: 0; KCNK9 block: inactive; DYRK1A inh: 1; KCNQ1 act: inactive

How did COc1cccc(NS(=O)(=O)c2ccc3c(c2)NC(=O)C(C)C(=O)N3)c1 (stereo not drawn) do in these assays?
KCNQ1 block: inactive; PolyA inhibitor: inactive; GSK3beta inhib: 0; RGS4 act: inactive; KCNK3 block: inactive; RGS4 block: inactive; hERG rescue: -9; GSK3A inh: -4; KCNK9 block: inactive; DYRK1A inh: -2; KCNQ1 act: inactive

How did COc1ccccc1CN1CCSCC1 do in these assays?
KCNQ1 block: inactive; PolyA inhibitor: inactive; GSK3beta inhib: 3; RGS4 act: inactive; KCNK3 block: inactive; RGS4 block: inactive; hERG rescue: 2; GSK3A inh: 1; KCNK9 block: inactive; DYRK1A inh: 9; KCNQ1 act: inactive

What do the screens show for `CC1(C)CC(=O)C=C(Nc2ccc(C(=O)O)c(O)c2)C1`?
KCNQ1 block: inactive; PolyA inhibitor: inactive; GSK3beta inhib: 2; RGS4 act: inactive; KCNK3 block: inactive; RGS4 block: inactive; hERG rescue: -5; GSK3A inh: -3; KCNK9 block: inactive; DYRK1A inh: 7; KCNQ1 act: inactive

How did C=CCNC(=O)C(C#N)c1nc2ccccc2nc1N1CCCCCC1 (stereo not drawn) do in these assays?
KCNQ1 block: 6*; PolyA inhibitor: inactive; GSK3beta inhib: 0; RGS4 act: inactive; KCNK3 block: inactive; RGS4 block: inactive; hERG rescue: -12; GSK3A inh: 8; KCNK9 block: inactive; DYRK1A inh: 10; KCNQ1 act: inactive

Results for O=C(Nc1cnn(Cc2ccc(F)cc2)c1)c1cc(-c2ccco2)on1 ?
KCNQ1 block: inactive; PolyA inhibitor: inactive; GSK3beta inhib: -1; RGS4 act: inactive; KCNK3 block: inactive; RGS4 block: inactive; hERG rescue: -10; GSK3A inh: -2; KCNK9 block: inactive; DYRK1A inh: 1; KCNQ1 act: inactive

Results for COc1ccccc1-c1ccc2nnc(SCC(=O)N3CCCC3)n2n1 ?
KCNQ1 block: inactive; PolyA inhibitor: inactive; GSK3beta inhib: 0; RGS4 act: inactive; KCNK3 block: inactive; RGS4 block: inactive; hERG rescue: -15; GSK3A inh: 0; KCNK9 block: inactive; KCNQ1 act: inactive

How did COc1ccc(C(=O)Nc2nnc(S(=O)(=O)N3CCOCC3)s2)cc1 do in these assays?
KCNQ1 block: inactive; PolyA inhibitor: inactive; GSK3beta inhib: 2; RGS4 act: inactive; KCNK3 block: inactive; RGS4 block: inactive; hERG rescue: -9; GSK3A inh: 0; KCNK9 block: inactive; DYRK1A inh: -10; KCNQ1 act: inactive

Results for COc1cc(/C=C2\OC(=O)c3c(OC)cccc32)ccc1O ?
KCNQ1 block: inactive; PolyA inhibitor: inactive; GSK3beta inhib: -1; RGS4 act: inactive; KCNK3 block: inactive; RGS4 block: inactive; hERG rescue: -10; GSK3A inh: 8; KCNK9 block: inactive; DYRK1A inh: 8; KCNQ1 act: inactive

Results for O=[N+]([O-])c1ccc(C(=S)N2CCC(Cc3ccccc3)CC2)cc1 ?
KCNQ1 block: inactive; PolyA inhibitor: inactive; GSK3beta inhib: 1; RGS4 act: inactive; KCNK3 block: inactive; RGS4 block: inactive; hERG rescue: -7; GSK3A inh: 0; KCNK9 block: -13*; DYRK1A inh: -6; KCNQ1 act: inactive

Results for O=C(CC(=O)N/N=C/c1ccccc1)NCc1ccccc1 ?
KCNQ1 block: inactive; PolyA inhibitor: inactive; GSK3beta inhib: 8; RGS4 act: inactive; KCNK3 block: inactive; RGS4 block: inactive; hERG rescue: -2; GSK3A inh: -1; KCNK9 block: inactive; DYRK1A inh: -1; KCNQ1 act: inactive

Results for CCc1ccc2c(c1)/C(=N/OC)C(=O)N2 ?
KCNQ1 block: inactive; PolyA inhibitor: inactive; GSK3beta inhib: 1; RGS4 act: inactive; KCNK3 block: inactive; RGS4 block: inactive; hERG rescue: -12; KCNK9 block: inactive; DYRK1A inh: 16; KCNQ1 act: inactive

What do the screens show for `Cc1cc(OCC(=O)c2ccc(F)cc2)ccc1N1C(=O)CCC1=O`?
KCNQ1 block: inactive; PolyA inhibitor: inactive; GSK3beta inhib: -1; RGS4 act: inactive; KCNK3 block: inactive; RGS4 block: inactive; hERG rescue: -4; GSK3A inh: 0; KCNK9 block: inactive; DYRK1A inh: -3; KCNQ1 act: inactive

How did Cc1ccc(/C=c2\sc3nc(-c4ccccc4Br)nn3c2=O)o1 do in these assays?
KCNQ1 block: inactive; PolyA inhibitor: inactive; GSK3beta inhib: -1; RGS4 act: inactive; KCNK3 block: inactive; RGS4 block: inactive; hERG rescue: 4; GSK3A inh: -1; KCNK9 block: inactive; DYRK1A inh: 5; KCNQ1 act: inactive

Results for NS(=O)(=O)c1ccc(CCNC(=O)c2ccc(C(=O)c3ccccc3)cc2)cc1 ?
KCNQ1 block: inactive; PolyA inhibitor: inactive; GSK3beta inhib: 4; RGS4 act: inactive; KCNK3 block: inactive; RGS4 block: inactive; hERG rescue: -5; GSK3A inh: -1; KCNK9 block: inactive; DYRK1A inh: 0; KCNQ1 act: inactive

Results for O=C(C1CCC(CNS(=O)(=O)c2ccccc2)CC1)N1CCCCC1 (stereo not drawn) ?
KCNQ1 block: inactive; PolyA inhibitor: inactive; GSK3beta inhib: -4; RGS4 act: inactive; KCNK3 block: inactive; RGS4 block: inactive; hERG rescue: -7; GSK3A inh: -4; KCNK9 block: inactive; DYRK1A inh: 0; KCNQ1 act: inactive

How did Cc1cc(C)c(/C=C(\C#N)C(N)=S)c(C)c1 do in these assays?
KCNQ1 block: inactive; PolyA inhibitor: inactive; GSK3beta inhib: -4; RGS4 act: inactive; KCNK3 block: inactive; RGS4 block: inactive; hERG rescue: -13; GSK3A inh: 3; KCNK9 block: inactive; DYRK1A inh: 2; KCNQ1 act: inactive

What do the screens show for `Cc1ccc(CN2C(=O)N/C(=C/c3cc(C)n(-c4ccccn4)c3C)C2=O)cc1`?
KCNQ1 block: inactive; PolyA inhibitor: inactive; GSK3beta inhib: 2; RGS4 act: inactive; KCNK3 block: inactive; RGS4 block: inactive; hERG rescue: -4; GSK3A inh: 0; KCNK9 block: inactive; DYRK1A inh: -12; KCNQ1 act: inactive

How did COc1cc(/C=N/NC(=O)c2ccc(-n3cccc3)cc2)ccc1O do in these assays?
KCNQ1 block: inactive; PolyA inhibitor: inactive; GSK3beta inhib: 1; RGS4 act: inactive; KCNK3 block: inactive; RGS4 block: inactive; hERG rescue: -6; GSK3A inh: 0; KCNK9 block: inactive; DYRK1A inh: -3; KCNQ1 act: inactive

How did O=C(CN(Cc1ccc2c(c1)OCO2)C(=O)CNC(=O)c1ccco1)NC1CCCCC1 do in these assays?
KCNQ1 block: inactive; PolyA inhibitor: inactive; GSK3beta inhib: 0; RGS4 act: inactive; KCNK3 block: inactive; RGS4 block: inactive; hERG rescue: -9; GSK3A inh: -1; KCNK9 block: inactive; DYRK1A inh: 0; KCNQ1 act: inactive

What do the screens show for `NC(=S)Nc1nc2ccccc2s1`?
KCNQ1 block: inactive; PolyA inhibitor: inactive; GSK3beta inhib: 1; RGS4 act: inactive; KCNK3 block: inactive; RGS4 block: inactive; hERG rescue: -3; GSK3A inh: -1; KCNK9 block: inactive; KCNQ1 act: 8*

Results for O=C(NCCCN1CCN(CCCNC(=O)c2cccc([N+](=O)[O-])c2)CC1)c1cccc([N+](=O)[O-])c1 ?
KCNQ1 block: inactive; PolyA inhibitor: inactive; GSK3beta inhib: 2; RGS4 act: inactive; KCNK3 block: inactive; RGS4 block: inactive; hERG rescue: -15; GSK3A inh: 0; KCNK9 block: inactive; DYRK1A inh: -1; KCNQ1 act: inactive

Some of the compounds tested, so the mix of outcomes need not match the whole.
